RSV antiviral HEp-2 – RSV antiviral activity via CPE protection, HEp-2 cells, primary 10 µM value included (AID 2391). 310,000 compounds, 0.13% hits. HEp-2 cells, RSV-induced CPE inhibition; higher % means a stronger effect. one-dose CPE inhibition, % at 10 µM; IC50 in µM for titrated hits; in the data active means a potency from the dose series; inconclusive means CPE inhibition mostly from about 23% at the one dose, without a potency; inactive means the rest, 99 in 100 with CPE inhibition below about 21%; further: strong numbers were not always called active
WT yeast gro inh – growth inhibition of WT strain, primary screen, mitochondrial fusion inhibitor project, WT and mutant strains, chemical genetic; mitochondrial fusion phenotypic screen; inhibition, % at 10 µM; 190,000 compounds, 2.1% hits; in the data active means inhibition above about 58%; tested in S. cerevisiae
Rac1 GTP hydrolysis – MgcRacGAP GTPase-activating activity inhibitors, confirmation, biochemical, ADP Hunter fluorescence; Rac GTPase-activating protein 1 (Homo sapiens); MgcRacGAP-stimulated Rac1 GTP hydrolysis, ADP Hunter fluorescence; higher % means a stronger effect; GST-tagged Rac1 F28L mutant substrate; one-dose inhibition, % at 30 µM; IC50 in µM for titrated hits; 340,000 compounds, 0.6% hits;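 active means first-screen hits whose inhibition reached a set limit at any dose in the follow-up dose series; inconclusive means inhibition above the set first-screen limit but never retested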;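 further: fluorescence reports GDP produced by GAP-driven GTP hydrolysis; strong numbers were not always called active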
West Nile antiviral – West Nile virus antiviral activity, cell-based, CPE readout (AID 1621); West Nile virus-infected cells, CPE inhibition; higher % means a stronger effect; CPE inhibition, % at 10 µM, or IC50 in µM where a hit was titrated; 290,000 compounds, 0.02% hits; in the data active means a potency from the dose series; inconclusive means CPE inhibition mostly from about 3.7% at the one dose, without a potency; inactive means the rest, 99 in 100 with CPE inhibition below about 2.2%; further: strong numbers were not always called active
Myeloid diff MLP – induction of myeloid progenitor differentiation, primary screen, cell-based, flow cytometry, MLPCN library | calls only at 10 µM | AID 624256, 2012 | ER-HoxA9 myeloid progenitors, lysozyme-GFP differentiation | 360,000 compounds, 1% hits;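 active means normalized GFP-positive differentiation at or above the plate's own cutoff, the solvent-only control mean plus 3 SD; inconclusive means no clear call, values can overlap the other calls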;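 further: cells exposed to compound for four days before flow analysis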
b-catenin transl – modulators of beta-catenin nuclear translocation, primary screen, imaging, HeLa cells, immunofluorescence, high-content. nuclear translocation activity, % at 5 µM. 190,000 compounds, 0.3% hits;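 active means nuclear translocation activity above 50% at 5 µM, with a well cell count of 50 or more; inconclusive means wells under 50 cells across six images, flagged as toxic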;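 further: per-cell ratio of nuclear to cytoplasmic median beta-catenin stain intensity; plate controls were DMSO negative control for no effect and GSK-3 inhibitor IX positive control for full effect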
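Technique: fluorescence imaging of beta-catenin antibody stain plus DAPI / Material: human HeLa cell line / Incubation: compound treatment 24 h, 37°C, 5% CO2 / Read-out basis: % activation of per-cell nuclear versus cytoplasmic median beta-catenin signal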
PhoP inhibition – inhibitors of PhoP regulon expression, primary screen, Salmonella Typhimurium, GFP reporter (AID 1863); 300,000 compounds, 0.16% hits; one-dose inhibition, % at 50 µM; IC50 in µM for titrated hits; S. Typhimurium PhoP-regulated promoter GFP reporter, 4 h; higher % means a stronger effect;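 active means inhibition over 29.93%, a cutoff 3 SD above the screen mean, later confirmed by dose response; inconclusive means inhibition over 29.93% but no dose response follow-up; inactive means inhibition at most 29.93% or unconfirmed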;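 further: 0% = low Mg2+ inducing control and 100% = high Mg2+ repressing control; strong numbers were not always called active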
T cell HTS – modulators of CD8 T cell-vesicle binding, primary screen, mouse 2C CD8+ T cells, flow cytometry. 2C CD8+ T cell-vesicle binding; hits give low values. calls only at 7 µM. 330,000 compounds, 0.068% hits. AID 2052, 2009;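 active means response, share of CD8 T cells binding vesicles, and their 90th percentile fluorescence all below set limits, cut at about 80% in these data, passing the limit was not always enough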
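Test system: purified 2C TCR transgenic mouse naive CD8+ T cells. Probe or stimulus: QL9-peptide-loaded Drosophila micro-vesicles bearing Ld, ICAM-1 and B7-1. Incubation: binding step 1.5 h, 37 °C, antibody labelling 20 min, ice. Measured by: flow cytometry of vesicle-bound cells.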
SV40 large T antigen – SV40 large T antigen inhibitors, biochemical (AID 1903); inhibition, % at 20 µM, or IC50 in µM where a hit was titrated; 310,000 compounds, 0.39% hits; SV40 large T antigen ATPase/helicase inhibition assay; higher % means a stronger effect; in the data active means a potency from the dose series; inconclusive means inhibition mostly from about 32% at the one dose, without a potency; inactive means the rest, 99 in 100 with inhibition below about 32%; further: strong numbers were not always called active
WT yeast gro inh mutant strain – also measured in WT yeast gro inh; calls as there; inhibition, %; mitochondrial fusion phenotypic screen, mutant strain inhibition
b-catenin transl cell count 5 µM – second read-out of b-catenin transl, no call of its own (marks repeat the call); cell count; measured here: cell count, cytotoxicity flag
T cell HTS vesicle-bound % – second read-out of T cell HTS, no call of its own (marks repeat the call); double positive events, %; measured here: CD8+ vesicle-bound cell fraction;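 binding gate set so that unloaded-vesicle control wells show 10% double positive cells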
Myeloid diff MLP GFP+ MAC1+ % – second read-out of Myeloid diff MLP, no call of its own (marks repeat the call); GFP+ MAC1+ double positive, %; measured here: differentiation confirmed by MAC1 staining
Numbers without * were called inactive; i = inactive; ? = inconclusive; / = no result given; + = active, no number.

SMILES	RSV antiviral HEp-2	WT yeast gro inh	WT yeast gro inh mutant strain	Rac1 GTP hydrolysis	West Nile antiviral	Myeloid diff MLP	Myeloid diff MLP GFP+ MAC1+ %	b-catenin transl	b-catenin transl cell count 5 µM	PhoP inhibition	T cell HTS	T cell HTS vesicle-bound %	SV40 large T antigen
Cc1ccc(OCCCCN2CCCCC2)c(Br)c1	-0.1%	21	29	7%	-1.8%	i	0.8	-0.7	936	12%	i	30	0%
CCOc1ccc(C(=O)NCC(=O)N2CCCC2)cc1	1.2%	/	/	2%	0.5%	i	3.0	/	/	0%	i	29	13%
COc1ccc(CC(=O)NNc2ncnc3c2cnn3-c2ccc(C)cc2)cc1	3.0%	4	1	5%	-0.5%	i	1.9	-1.5	1100	12%	i	8	20%
CCn1cc(C(=O)O)c(=O)c2cnc(N3CCN(C(=S)Nc4ccccc4Cl)CC3)nc21	18%	/	/	11%	-0.1%	i	0.9	-1.2	1282	15%	i	48	3%
COC(=O)C1=C[C@@H](C(=O)OC)[C@@H]2C3=C(C(=O)[C@@]2(C)NC(=O)c2ccccc2)[C@H](C)C(C(=O)OC)=C(C(=O)OC)[C@@H]3C1	-0.6%	/	/	8%	0.2%	i	2.2	/	/	6%	i	21	18%
CCS(=O)(=O)N1N=C(c2cccs2)CC1c1cc2cc(C)ccc2nc1Cl (stereo unspecified)	1.0%	/	/	6%	-0.4%	i	0.2	0.4	1285	-16%	i	54	13%
Oc1ccc(C(=S)N2CCCCC2)cc1Cl	7.5%	-7	11	8%	-0.4%	i	0.8	-5.5	1253	10%	i	21	34%
O=C(NCc1ccc2c(c1)OCO2)Nc1cccc2ccccc12	1.9%	/	/	8%	0.5%	i	1.2	0.1	1311	1%	i	21	12%
CCC(=O)N(CC(=O)Nc1sc(C)c(C)c1C(N)=O)C1CCCCC1	0.3%	8	18	2%	-0.4%	i	0.7	-1.6	1148	-4%	i	14	7%
COc1ccc(S(=O)(=O)N(CCCN2CCCC2=O)Cc2cc3cc(C)c(C)cc3[nH]c2=O)cc1	/	13	11	7%	0.5%	i	0.5	-2.0	1005	8%	/	/	-2%

Only PhoP inhibition, for some of the entries so far:
compound,PhoP inhibition
CCOc1ccc(C(=O)NCC(=O)N2CCCC2)cc1,0%
COc1ccc(CC(=O)NNc2ncnc3c2cnn3-c2ccc(C)cc2)cc1,12%

Later entries:
SMILES	RSV antiviral HEp-2	WT yeast gro inh	WT yeast gro inh mutant strain	Rac1 GTP hydrolysis	West Nile antiviral	Myeloid diff MLP	Myeloid diff MLP GFP+ MAC1+ %	b-catenin transl	b-catenin transl cell count 5 µM	PhoP inhibition	T cell HTS	T cell HTS vesicle-bound %	SV40 large T antigen
Cc1nc2ccc(NS(=O)(=O)c3ccc(F)cc3F)cc2s1	0.6%	/	/	4%	/	i	0.8	/	/	/	i	41	/
CCN(CC)CCNC(=O)C1CCCCN1S(=O)(=O)c1cccc([N+](=O)[O-])c1 (stereo unspecified)	-0.8%	11	5	9%	-0.6%	i	0.2	-0.6	1039	-3%	i	57	10%
COc1ccc(-n2c3c(c(=O)[nH]c2=O)C(NC(C)=O)(C(F)(F)F)C(=O)N3)cc1 (stereo unspecified)	0.8%	-7	-1	2%	1.5%	i	0.6	-0.4	1121	0%	i	22	-1%
CC(C)=C1C2CCC1C(C(=O)NCCc1ccccc1)C2C(=O)O (stereo unspecified)	0.6%	-2	-11	13%	-1.1%	i	0.2	-3.3	563	7%	i	49	11%
Cc1cc(-c2cc(-c3ccc(Cl)cc3)on2)nc(NC2CCCC2)n1	4.5%	/	/	5%	1.1%	i	1.5	-1.0	1021	-7%	i	33	6%
COc1ccccc1NC(=O)Cn1cnc2c(cnn2-c2ccc(C)c(C)c2)c1=O	4.1%	0	16	9%	/	i	0.8	0.9	729	-2%	i	26	11%
CCOc1ccc(N2C(=O)CC(N3CCC(NC(=O)Nc4ccccc4)CC3)C2=O)cc1 (stereo unspecified)	3.0%	0	-8	11%	-0.5%	i	0.6	0.5	1216	3%	i	38	1%
O=[N+]([O-])c1ccc(N2CCC(=NOCc3ccc(Cl)cc3)CC2)cc1	1.7%	21	19	14%	-0.5%	i	1.3	/	/	-6%	i	46	22%
C#Cc1ccc([C@@H]2C=C(C(=O)OCC=C)O[C@H](OCCCCO)C2)cc1	-0.9%	-27	-19	1%	-0.5%	i	1.5	-2.1	1179	-8%	i	49	4%
O=C(CSc1nnc(CNC(=O)c2c(F)cccc2F)o1)NCc1ccc(F)cc1	0.0%	/	/	5%	-0.5%	i	1.2	/	/	2%	i	34	6%
COc1ccccc1NC(=O)Nc1ccc(Cc2ccncc2)cc1	38%	10	11	8%	-1.3%	i	0.4	-2.9	1124	-5%	i	53	12%
CCOc1ccc(CN(C)C(=O)c2cccc(S(=O)(=O)N3CCCC3)c2)cc1OC	1.2%	/	/	4%	/	i	0.5	/	/	/	i	32	/
CC1CC(C)CN(C(=S)NC2CCCCC2)C1 (stereo unspecified)	4.6%	36	-2	2%	-0.9%	i	0.7	/	/	11%	i	54	-7%
Cc1oc2ccc(OCc3cccc(Cl)c3)cc2c1C(=O)O	2.0%	/	/	10%	1.1%	i	0.2	/	/	3%	i	46	6%
O=C(Cc1ccccc1)Nc1ccc(NC(=O)c2cccs2)c(Cl)c1	2.8%	0	-6	11%	0.5%	i	0.1	-2.9	977	-1%	i	24	4%
COC(=O)N/N=C(\C)c1ccco1	2.2%	-13	-6	/	0.3%	i	0.1	0.6	1123	0%	i	57	4%
COc1cc2c(cc1OC)CN(C(=O)/C=C/c1cc(OC)c(OC)c(OC)c1)CC2	1.2%	/	/	8%	1.8%	i	0.7	/	/	1%	i	18	7%
Cc1noc(C)c1C(=O)N1CCCC(C(=O)c2ccc(Cl)cc2)C1 (stereo unspecified)	1.4%	11	-3	9%	-1.3%	/	/	-0.4	1591	4%	i	65	1%
CCOc1cc(/C=N\NC(=O)OC)ccc1OC(=O)c1ccco1	3.5%	-10	-20	4%	0.1%	i	0.5	1.5	1109	-1%	i	60	11%
CCc1ccc(N2C(=O)CC(NNc3nc4ccccc4s3)C2=O)cc1 (stereo unspecified)	2.1%	-3	1	8%	0.1%	i	0.5	-1.7	1079	1%	i	49	16%
Cc1noc(C)c1C(=O)Nc1cccc2ncccc12	2.1%	/	/	8%	-0.4%	i	1.3	/	/	0%	i	22	8%
Cc1ccc(CNC(=O)C2CCN(C(=O)Nc3ccccc3)CC2)cc1	0.5%	/	/	10%	-0.6%	i	2.1	/	/	12%	i	31	0%
Clc1cccc(Cc2ccc(Cl)nn2)c1	1.2%	6	-12	5%	-0.4%	i	0.3	-1.7	1105	10%	i	46	0%
CC(C)(C)c1ccc(C(=O)NCCN2CCCC2)cc1	-1.3%	-20	-12	8%	-0.7%	i	0.1	-0.7	1003	/	i	20	/
Cc1ccccc1OCc1nc(-c2ccc(NC(=O)c3ccc4c(c3)OCO4)cc2)no1	5.2%	7	9	9%	-0.2%	i	1.0	0.3	1473	-3%	i	48	9%
COc1ccc(CC(=O)OCC(=O)N2CCCC(C)C2)cc1 (stereo unspecified)	0.6%	/	/	5%	0.1%	i	0.5	/	/	1%	i	39	4%
Cc1csc(NC(=O)CCc2c(C)nc3cc(-c4cccc(F)c4)nn3c2C)n1	4.2%	-12	-9	13%	/	i	1.5	-2.3	607	5%	i	49	10%
COc1ccc(-c2nc(SCc3ccccc3)n(S(C)(=O)=O)n2)cc1	0.4%	-9	2	-2%	-0.3%	i	1.1	0.1	1391	7%	i	32	7%
Cc1ccc(S(=O)(=O)Nc2cccc(Oc3cnccn3)c2)cc1	3.2%	16	8	/	-1.3%	i	0.0	0.7	1436	2%	i	42	15%
Cc1cccc(NC(=O)NC(=O)c2ccccc2)n1	1.5%	-9	13	-3%	0.0%	/	/	0.7	1038	-6%	i	53	21%
CC1(C)[C@H](C(=O)O)N2C(=O)C[C@H]2S1(=O)=O	1.8%	/	/	-1%	0.0%	i	1.8	/	/	-5%	i	31	10%
CCOC(=O)CSc1nc2c(c(=O)[nH]c(=O)n2C)n1CCCc1ccccc1	-0.2%	-8	4	2%	-0.1%	i	0.5	-5.0	1072	2%	i	6	-2%
COc1ccccc1-c1c(C)nn2c(N3CCOCC3)cc(C)nc12	3.0%	/	/	10%	0.7%	i	0.7	/	/	-2%	i	49	2%
CC(C)c1ccc2oc(-c3ccc(N)cc3)nc2c1	?	1	-7	3%	1.2%	i	0.4	-0.1	1192	5%	i	34	2%
CCOCCCNC(=S)N1CCCN(c2nc3cc(C)ccc3cc2C#N)CC1	6.9%	28	28	11%	-0.7%	i	0.4	1.2	1094	-10%	i	15	5%
CCCCCCCNC(=O)C1(CC2CC(c3cccc(Br)c3)=NO2)CCN(C(=O)c2cc(OCC)c(OCC)c(OCC)c2)CC1 (stereo unspecified)	5.4%	/	/	8%	/	+	7.1*	/	/	/	/	/	2%
Cc1ccc(-c2nnn(CC(=O)N(CC3CCCO3)C(C(=O)NC3CCCC3)c3ccc(O)cc3)n2)o1 (stereo unspecified)	0.0%	-24	11	-1%	0.3%	i	0.6	-1.9	1166	-3%	i	16	21%
CCOc1[nH]n(-c2ccccc2)c(=O)c1C=NCC(=O)OC	0.7%	-8	0	4%	0.9%	i	0.1	-3.0	1094	8%	i	59	5%
O=C(c1ccc(F)cc1)C1CCN(C(=O)c2ccccc2)CC1	1.4%	/	/	8%	-1.1%	i	0.7	/	/	-3%	i	59	11%
O=C(Nc1c(C(=O)N2CCOCC2)cnn1-c1ccccc1)c1ccccc1F	1.9%	/	/	0%	-0.4%	i	1.8	/	/	-2%	i	23	9%
O=C(NCCN1CCN(c2ccccc2)CC1)c1ccccc1F	-1.0%	/	/	15%	0.0%	i	0.5	/	/	-1%	i	34	3%
Cc1cc(C)nc(SCc2nnc(SCC(=O)N3CCOCC3)o2)n1	1.2%	1	8	-1%	0.6%	i	0.8	-5.4	836	-20%	i	32	1%

Compound activity deposited in PubChem BioAssay by several laboratories.
